Compound activity as filed in PubChem BioAssay.
RAD54 inh: RAD54 (human) branch migration inhibition. inhibition, % at 10.4 µM. Q92698. hit rate 0.14% among 360,000. RAD54 Holliday junction branch migration, FAM/BHQ fluorescence;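 active means mean normalized replicate activity at least 40 and at least half of replicates scoring 40 or more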;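 further: 0% = median of neutral control wells and 100% = median of positive control wells; inhibitors cause a drop in the FAM fluorescence signal; in these data hits start at about 50%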
Target sequence (Q92698 whole entry, looked up): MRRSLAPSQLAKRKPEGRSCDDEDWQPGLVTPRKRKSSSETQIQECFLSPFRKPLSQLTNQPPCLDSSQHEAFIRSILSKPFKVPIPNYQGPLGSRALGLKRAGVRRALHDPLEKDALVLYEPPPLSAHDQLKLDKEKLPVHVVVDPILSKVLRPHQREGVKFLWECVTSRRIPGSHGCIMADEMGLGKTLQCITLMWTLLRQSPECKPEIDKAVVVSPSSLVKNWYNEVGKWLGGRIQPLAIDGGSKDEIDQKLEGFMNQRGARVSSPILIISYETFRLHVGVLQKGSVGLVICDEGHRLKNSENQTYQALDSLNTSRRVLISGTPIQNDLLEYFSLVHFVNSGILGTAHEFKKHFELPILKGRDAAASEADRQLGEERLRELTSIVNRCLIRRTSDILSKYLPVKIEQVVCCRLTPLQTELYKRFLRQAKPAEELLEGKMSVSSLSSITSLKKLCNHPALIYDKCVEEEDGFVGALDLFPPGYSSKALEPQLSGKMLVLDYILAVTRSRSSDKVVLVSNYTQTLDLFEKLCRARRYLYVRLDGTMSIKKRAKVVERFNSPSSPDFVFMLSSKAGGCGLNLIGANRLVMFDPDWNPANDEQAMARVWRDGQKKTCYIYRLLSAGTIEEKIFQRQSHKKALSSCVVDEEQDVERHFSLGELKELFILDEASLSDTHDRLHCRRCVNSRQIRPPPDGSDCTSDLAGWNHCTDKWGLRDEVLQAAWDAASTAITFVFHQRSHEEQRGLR
RAD52 anneal inh: RAD52 (human) annealing inhibition; P43351; inhibition, % at 18.7 µM; hit rate 0.46% among 360,000; recombinant RAD52 DNA annealing, FRET fluorescence;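 active means every replicate showing at least 50% inhibition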
EWS-Fli inh: EWS/Fli transcriptional activity inhibition. A673 NR0B1-luciferase reporter, viability-normalised. inhibition, % at 12.6 µM. hit rate 0.67% among 350,000;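 active means mean inhibition of at least 50% after viability correction, with every replicate also passing that limit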;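 further: firefly luciferase signal divided by Alamar Blue viability fluorescence both relative to DMSO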
esBAF inh: blocks esBAF chromatin remodeling in mouse ES cells | AID 602393 | Bmi1-luciferase knock-in reporter, 24 h; 100% = twice the neutral-well signal | hit rate 2% among 350,000 | reporter increase, % at 12.5 µM; in the data active means activation above about 40%;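 further: 0% = median of the plate's neutral control wells and 100% = double that signal; a rise in the Bmi1 reporter signal indicates esBAF inhibition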
E-sel inducer: E-selectin induction on HUVECs | P16581 | HUVEC E-selectin immunofluorescence imaging; normalized: neutral wells 0, TNF-alpha wells 100 | activation, % at 7.58 µM | hit rate 0.37% among 260,000 | AID 686992;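 active means mean E-selectin-positive cell signal at least 10% of the positive control, reached in at least 60% of replicates, without over 20% cell loss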;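 further: in these data hits start at about 27%; measured in HUVEC primary endothelial cells; signal is the percent of cells scored E-selectin positive by PE staining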
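Assay system: HUVEC, human umbilical vein endothelial cells / Amount: 3,000 HUVEC/well / Controls: TNF-alpha positive control, DMSO neutral control / Compound dosing: single concentration / Medium: EGM-2 over gelatin coat / Evaluation: percent E-selectin-positive cells / Signal: immunofluorescence imaging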
S100A4 inh HTS: blocks human S100A4 binding to myosin IIA peptide; P26447; S100A4/TAMRA-MyoIIA peptide fluorescence polarization; inhibition, % at 10.7 µM; hit rate 0.14% among 360,000; AID 652163;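 active means mean inhibition of at least 70% across replicates, with every replicate also reaching that level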
Target sequence (P26447 whole entry, looked up): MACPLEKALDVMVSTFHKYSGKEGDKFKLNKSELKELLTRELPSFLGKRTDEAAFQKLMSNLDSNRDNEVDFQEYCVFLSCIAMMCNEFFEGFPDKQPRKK
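assay system = human S100A4 monomer with TAMRA-labelled myosin IIA peptide | also added = labelled myosin peptide probe, 5 nM | incubation = 5 min between mix addition and reading | control set = DMSO and TFP controls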
Xi reactivation: activators of X-chromosome reactivation in mouse fibroblasts. XiGFP mouse fibroblasts, % GFP-positive cells imaging, 3 d; cells co-treated with 5-aza-dC sensitizer; scaled so ellipticine positive control = 100%. activation, % at 7.58 µM. hit rate 0.055% among 360,000;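 active means mean normalized replicate activation at least 10% and every replicate at or above 10%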;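 further: 0% = median of on-plate neutral control wells and 100% = ellipticine 6 µM median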
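Schedule: 3 d treatment, 15 min room-temperature fixation; system: 68-5-11 XiGFP fibroblast line; buffer or medium: DMEM plus 5-aza-dC sensitizer; control set: ellipticine 6 µM positive control; compound: one concentration, pinned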
FN deposit inh: fibronectin deposition inhibition | AH1F fibroblasts, Alexa488-fibronectin deposition fluorescence, overnight | inhibition, % at 12.6 µM | hit rate 0.086% among 350,000 | AID 743247;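 active means mean inhibition across replicates of 30% or more, regardless of how many single replicates reach that level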;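 further: positive control wells lacked labelled fibronectin entirely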
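Assay system: AH1F fibroblasts / Quantity: 10000 cells per well / Medium: DMEM plus 2% serum, read in PBS / Reagent: labelled fibronectin 24 nM / Dosing: single dose, pinned / Times: 1 h cell attachment, overnight exposure to compound and label / Signal: fluorescence, ex 485 nm, em 525 nm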
Numbers without * were called inactive; . = not tested or not shown. The order is random; any-hit rate near 3%.

SMILES	RAD54 inh	RAD52 anneal inh	EWS-Fli inh	esBAF inh	E-sel inducer	S100A4 inh HTS	Xi reactivation	FN deposit inh
c1cn2c(-c3ccc(N4CCOCC4)cc3)cncc2n1	5	-1	-26	15	0.1	0	-0.1	-13
COC(=O)N/N=C/c1cc(Cl)c(OCc2ccccc2F)c(OC)c1	-1	-13	-24	.	.	-5	0.1	-1
CCOC(=O)C1(CC2CCCCO2)CCN(C(=O)Nc2cccc(SC)c2)CC1 (stereo not given)	.	-2	-12	-4	.	-4	0.0	10
O=C(NC(Cc1ccccc1)C(=O)N1CCN(S(=O)(=O)c2ccccc2F)CC1)c1ccccc1 (stereo not given)	-3	-2	3	7	-1.1	-13	-0.6	5
CN1CCN(C(=O)C[C@@H]2C[C@@H]3c4cc(NC(=O)Nc5ccc(C(F)(F)F)cc5)ccc4O[C@@H]3[C@H](CO)O2)CC1	6	28	-6	-2	0.2	7	0.0	-1
O=S(=O)(N[C@@H]1CC[C@H](CCn2cc(C3(O)CCCC3)nn2)O[C@@H]1CO)c1ccccc1	-5	-1	6	15	-1.2	-15	0.5	.
CN1CCN(C(=S)Nc2ccc(Cl)cc2)CC1	.	-8	-12	.	.	-23	-0.1	5
CC(=O)NC(c1ccc(F)c(F)c1)c1nc(-c2ccc(C)c(C)c2)cs1 (stereo not given)	3	-13	0	2	0.1	3	0.0	2
Cn1cnc(S(=O)(=O)N2C[C@@H](O)COC[C@H]3O[C@H](CC(=O)NCc4cc(F)cc(F)c4)CC[C@@H]32)c1	-3	7	-6	-5	-0.1	47	0.0	-1
COc1cc(OC)cc(-c2c(C#Cc3ccsc3)c3cc(-c4cccc5[nH]cc(C=O)c45)ccc3n2C)c1	-6	-6	7	-6	0.0	-8	0.1	-3
CC(C)(C)NC(=O)CC(CC(=O)O)c1ccccc1 (stereo not given)	3	-10	-5	-1	-0.2	1	0.1	3
CCOC1=NN(c2ccccc2)C(=O)/C1=C\N(C)C	4	-5	5	0	.	4	0.3	.
CCC(CC)NCCOC(=O)c1ccc([N+](=O)[O-])cc1	-5	0	-1	1	.	1	0.1	8
CO[C@@H]1CN(C)C(=O)c2cc(NC(=O)C3CC3)ccc2OC[C@@H](C)N(S(=O)(=O)c2ccc(Cl)cc2)C[C@H]1C	6	8	1	0	.	-22	.	.
COc1cc(C2=NC(CO)(CO)CO2)cc(OC)c1OC	-7	-7	-1	-3	1.3	-2	0.0	1

Gathered by group: the entries above containing a Cl atom (three)
SMILES	RAD54 inh	RAD52 anneal inh	EWS-Fli inh	esBAF inh	E-sel inducer	S100A4 inh HTS	Xi reactivation	FN deposit inh
COC(=O)N/N=C/c1cc(Cl)c(OCc2ccccc2F)c(OC)c1	-1	-13	-24	.	.	-5	0.1	-1
CN1CCN(C(=S)Nc2ccc(Cl)cc2)CC1	.	-8	-12	.	.	-23	-0.1	5
CO[C@@H]1CN(C)C(=O)c2cc(NC(=O)C3CC3)ccc2OC[C@@H](C)N(S(=O)(=O)c2ccc(Cl)cc2)C[C@H]1C	6	8	1	0	.	-22	.	.

(next part)
SMILES	RAD54 inh	RAD52 anneal inh	EWS-Fli inh	esBAF inh	E-sel inducer	S100A4 inh HTS	Xi reactivation	FN deposit inh
OC1CCN(C(=S)Nc2ccc(Oc3ccccc3)cc2)CC1	.	-20	3	.	.	-4	0.1	7
COc1ccc(S(=O)(=O)N(C)C[C@@H]2OCCCC[C@H](C)Oc3ccc(NS(=O)(=O)c4cccs4)cc3C(=O)N([C@@H](C)CO)C[C@H]2C)cc1	0	-28	-9	-3	0.5	34	0.0	.
C[C@H]1CN([C@@H](C)CO)C(=O)c2c(c3ccccc3n2C)-c2ccccc2CO[C@H]1CN(C)C(=O)c1ccc(F)cc1	-10	11	5	0	0.0	18	0.1	1
CCOC(=O)C1CCN(C(=O)c2c(-c3ccccc3)noc2C)CC1	.	-15	2	.	3.9	0	0.3	-3
Cc1cccc(CN2CCC(CNC(=O)Cn3ncc4c([nH]c5ccccc54)c3=O)CC2)c1	7	-3	-3	4	.	0	0.1	-6
O=C(NCc1nc2ccccc2[nH]1)c1c(F)c(F)c(F)c(F)c1F	.	-6	2	.	-1.2	0	-0.2	1
O=C(COc1ccccc1)NNc1nc2c(F)cc(F)cc2s1	.	-5	-2	.	6.8	1	0.0	8
COc1ccc(C(=O)NCc2ccncc2)cc1S(=O)(=O)N1CCOCC1	2	1	0	2	.	0	0.1	12
COC(=O)n1c(=O)oc2ccc(S(=O)(=O)N3CCCCC3)cc21	.	12	3	.	-1.2	6	0.1	3
Cc1ccc(CN2[C@@H](CC(C)C)COCCS2(=O)=O)cc1	-6	-9	-17	-12	0.2	43	0.0	-2
O=c1c2ccccc2nc(-c2ccc(Cl)cc2Cl)n1O	.	-5	-10	.	3.8	2	0.0	11
COc1ccc(C(=O)Nc2ccc(NC(=O)C3CCCCC3)nc2)cc1	14	-14	-5	.	-0.1	3	0.1	-9
CN(C)CCNC(=O)CN1C(=O)COc2ccc(C(C)(C)C)cc21	-7	0	3	-6	0.1	-4	0.4	-2
O=C(CSc1nnc(Cc2ccccc2)o1)Nc1ccc(N2CCOCC2)cc1	-15	16	8	0	0.0	-1	0.0	5
O=C(C1=NN[C@@H]2C(=O)N(c3cccc(C(F)(F)F)c3)C(=O)[C@H]12)c1cnccn1	.	-30	5	.	.	-7	0.0	-5

In another format: entries from further up
CO[C@@H]1CN(C)C(=O)c2cc(NC(=O)C3CC3)ccc2OC[C@@H](C)N(S(=O)(=O)c2ccc(Cl)cc2)C[C@H]1C
  RAD54 inh: 6 | RAD52 anneal inh: 8 | EWS-Fli inh: 1 | esBAF inh: 0 | E-sel inducer: . | S100A4 inh HTS: -22 | Xi reactivation: . | FN deposit inh: .
COc1cc(C2=NC(CO)(CO)CO2)cc(OC)c1OC
  RAD54 inh: -7 | RAD52 anneal inh: -7 | EWS-Fli inh: -1 | esBAF inh: -3 | E-sel inducer: 1.3 | S100A4 inh HTS: -2 | Xi reactivation: 0.0 | FN deposit inh: 1

Following part
SMILES	RAD54 inh	RAD52 anneal inh	EWS-Fli inh	esBAF inh	E-sel inducer	S100A4 inh HTS	Xi reactivation	FN deposit inh
CCCNC(=O)Nc1ccc2c(c1)OC[C@H](C)N(C(C)=O)C[C@H](C)[C@@H](OC)CN(C)C2=O	.	2	.	.	0.0	2	0.2	4
Cc1noc(C)c1S(=O)(=O)N(C)C[C@@H]1Oc2c(NC(=O)c3ccc(-c4nccs4)cc3)cccc2C(=O)N([C@@H](C)CO)C[C@H]1C	-36	11	9	-10	-0.2	-13	0.4	8
C[C@@H]1CN([C@H](C)CO)C(=O)c2c(c3ccccc3n2C)-c2ccccc2CO[C@H]1CN(C)Cc1ccc(O)cc1	.	18	-8	.	0.0	-1	0.0	-4
CCCNC(=O)N1CC(=O)N2[C@H](CO)[C@H](c3ccc(C#CCC4CCCC4)cc3)[C@H]2C1	.	-11	2	.	0.0	6	0.0	-16
O=C(COc1ccc([N+](=O)[O-])cc1Cl)N(C1CCCCC1)C1CCS(=O)(=O)C1 (stereo not given)	-3	-14	7	3	.	-6	0.0	4
Cc1noc(C)c1CSc1nnc(-c2ccncc2)n1-c1cccc(Cl)c1C	11	.	.	-4	-3.1	.	.	6
COc1ccc(NC(=O)[C@H](C)NC(=O)C2CCN(S(=O)(=O)c3ccc(C)cc3)CC2)cc1	-12	-1	-7	2	.	-1	0.0	-6
CSc1nc(NCC(C)O)c2c3c(sc2n1)CN(C)CC3 (stereo not given)	19	4	2	-5	0.2	-12	0.0	3
COc1ccc(C(=O)NCc2ccc3[nH]c(C)cc3c2)cc1OC	.	-19	5	.	8.3	-6	-0.1	6
CC1CCc2sc(NC(=S)NC(=O)c3ccccc3)c(C#N)c2C1 (stereo not given)	.	-50	-73	58*	.	3	0.3	-6
Cc1ccc(S(=O)(=O)NNc2ccccc2)c(C)c1	-9	-13	5	.	.	-3	-0.1	6
O=S1(=O)CCOC[C@H](CC2CCCCC2)N1Cc1ccc(Cl)cc1	7	-6	3	6	.	-5	0.0	-3
COc1ccc(CCC(=O)N2CCCC(Nc3ccc(C)c(C)c3)C2)cc1OC (stereo not given)	-5	-10	-14	9	13	9	0.0	-3
COCC(=O)Nc1ccc2c(c1)OC[C@H](C)N(C(=O)c1ccccc1F)C[C@H](C)[C@H](OC)CN(C)C2=O	-4	-2	-3	2	-0.3	-2	0.0	20
CC(=O)N1CC[C@@H]2[C@H]1c1cc(-c3ccccc3)ccc1N(C)[C@H]2CO	-4	.	-1	7	0.9	.	0.0	4

Whole records as entered above.
O=C(CSc1nnc(Cc2ccccc2)o1)Nc1ccc(N2CCOCC2)cc1 reads RAD54 inh = -15; RAD52 anneal inh = 16; EWS-Fli inh = 8; esBAF inh = 0; E-sel inducer = 0.0; S100A4 inh HTS = -1; Xi reactivation = 0.0; FN deposit inh = 5
CCOC(=O)C1(CC2CCCCO2)CCN(C(=O)Nc2cccc(SC)c2)CC1 (stereo not given) reads RAD54 inh = .; RAD52 anneal inh = -2; EWS-Fli inh = -12; esBAF inh = -4; E-sel inducer = .; S100A4 inh HTS = -4; Xi reactivation = 0.0; FN deposit inh = 10

(next part)
SMILES	RAD54 inh	RAD52 anneal inh	EWS-Fli inh	esBAF inh	E-sel inducer	S100A4 inh HTS	Xi reactivation	FN deposit inh
COC[C@H]1CCCN1[C@@H]1CS(=O)(=O)N[C@H]1COCc1ccccc1	-3	-7	-11	-4	-0.1	-4	0.1	-3
COc1cccc(-c2ccc3c(c2)[C@H]2[C@H](CCN2Cc2ccccc2OC)[C@H](CO)N3)c1	6	-33	4	-3	-0.8	-1	0.2	1
CCC(=O)N[C@@H]1C=C[C@@H](CC(=O)NCCN2CCCCC2)O[C@H]1CO	2	-3	3	-1	-0.3	6	0.4	1
CC(C)(C)c1ccc(OCCCC(=O)NNC(=O)c2ccccc2O)cc1	3	-5	17	-3	.	-2	0.0	5
O=C(Nc1ccc(Cl)c([N+](=O)[O-])c1)c1ccncc1	.	-1	-7	.	.	-3	0.3	-5
CCOc1ccc(NC(=O)COC(=O)c2ccc3c(c2)OCCO3)cc1	1	-13	5	3	.	2	-0.1	0
CC(OC(=O)C1CCC1)C(=O)Nc1cc(Cl)cc(Cl)c1 (stereo not given)	-9	-3	7	1	0.0	-2	0.0	4
Cc1nn(C)cc1NC(=O)C[C@@H]1CC[C@H]2[C@H](COc3ccc(NC(=O)Nc4cccc(Cl)c4)cc3C(=O)N2C)O1	1	5	0	-6	0.4	5	0.1	-9
CO[C@H]1CN(C)C(=O)c2ccc(NS(=O)(=O)c3ccc(C)cc3)cc2OC[C@H](C)N(Cc2nccs2)C[C@H]1C	-2	-1	-3	8	-0.5	12	-0.2	-16
C[C@H]1CN([C@@H](C)CO)C(=O)CCCn2cc(nn2)CO[C@H]1CN(C)C(=O)Nc1ccnc(N2CCOCC2)c1	-3	1	-5	-3	0.5	-9	-0.2	-1
COc1ccc(NC(=O)Nc2cccc3c2O[C@H](CN(C)S(=O)(=O)c2ccc(F)cc2)[C@H](C)CN([C@@H](C)CO)C3=O)cc1	3	.	-23	13	0.1	.	0.0	.
O=C(c1ccc(S(=O)(=O)Nc2ccccc2F)cc1)N1CCN(c2ccccc2O)CC1	-13	2	1	1	.	-4	0.1	-5
